From PubChem
S100A4 MyoIIA = inhibitors of S100A4-myosin IIA peptide binding, primary screen, biochemical, fluorescence polarization, TAMRA-MyoIIA peptide. AID 652163, 2013. 0.14% of 360,000 active. inhibition, % at 10.7 µM;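 active = mean inhibition of at least 70% across replicates, with every replicate also reaching that level; inconclusive = mean inhibition reaches 70% but some replicates fall short; inactive = mean inhibition below 70%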
Target sequence (P26447 whole entry, looked up): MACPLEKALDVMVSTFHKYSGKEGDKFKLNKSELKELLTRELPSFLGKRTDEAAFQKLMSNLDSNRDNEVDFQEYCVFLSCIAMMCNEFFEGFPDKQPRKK
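Test system: S100A4 monomer protein. Medium: HEPES buffer with Ca2+, pH 7.2. Reagent: fluorescent myosin IIA peptide, 5 nM. Compound dosing: single-point compound testing. Timing: 5 min between mix addition and reading. Benchmarks: DMSO neutral and TFP positive wells.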
SIRT5 block = SIRT5 desuccinylase inhibitors, primary screen, biochemical, fluorescence imaging, single point, set 5; NAD-dependent protein deacylase sirtuin-5, mitochondrial (Homo sapiens), Q9NXA8; Purified SirT5, succinyl-peptide AMC, trypsin-coupled fluorescence; inhibition, % at 15 µM; 1.1% of 330,000 active; AID 652115, 2013; in the data active = inhibition above about 15%; inconclusive = no clear call, values can overlap the other calls
Target sequence (Q9NXA8 whole entry, looked up): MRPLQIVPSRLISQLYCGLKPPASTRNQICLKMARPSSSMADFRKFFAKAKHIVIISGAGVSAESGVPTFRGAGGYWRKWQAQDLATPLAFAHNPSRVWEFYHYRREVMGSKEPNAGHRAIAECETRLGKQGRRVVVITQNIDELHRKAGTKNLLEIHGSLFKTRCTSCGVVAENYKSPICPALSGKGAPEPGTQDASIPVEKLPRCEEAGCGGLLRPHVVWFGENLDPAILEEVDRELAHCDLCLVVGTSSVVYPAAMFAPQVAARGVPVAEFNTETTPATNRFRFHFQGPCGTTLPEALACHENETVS
esBAF inh = Bmi1 luciferase reporter increase in mESCs, primary screen, esBAF inhibitor project, mouse ES cells, Bmi1 luciferase knock-in, single point; 24 h; 100% = twice the neutral-well signal; AID 602393, 2012; reporter increase, % at 12.5 µM; 2% of 350,000 active; in the data active = activation above about 40%; inconclusive = no clear call, values can overlap the other calls;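 note: 0% = median of the plate's neutral control wells and 100% = double that signal; a rise in the Bmi1 reporter signal indicates esBAF inhibition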
FN deposit inh = inhibitors of fibronectin matrix deposition, primary screen, AH1F cells, Alexa488-fibronectin fluorescence, plate reader. AH1F fibroblasts, overnight. inhibition, % at 12.6 µM. 0.086% of 350,000 active;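 active = mean inhibition across replicates of 30% or more, regardless of how many single replicates reach that level; inconclusive = mean under 30% yet at least half of replicates reach 30%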;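 note: positive control wells lacked labelled fibronectin entirely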
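Schedule: 1 h cell adhesion before compound, then overnight fibronectin incubation; test system: AH1F fibroblast monolayer depositing Alexa488-labelled fibronectin into matrix; quantity: 10000 AH1F cells per well; probe or stimulus: fluorescent fibronectin at 24 nM final; signal: fluorescence, ex 485 nm, em 525 nm; evaluation: percent inhibition as loss of matrix-bound fibronectin fluorescence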
Statin myotox sup = suppressors of statin myotoxicity in C2C12 myotubes, primary screen, cell-based, single point, plate reader. C2C12 myotubes + simvastatin, ATP luminescence, 48 h; scaled: DMSO 0, geranylgeraniol control 100. 0.78% of 330,000 active. rescue of ATP level, % at 7.49 µM. AID 602340, 2012;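 active = mean ATP rescue above about 67%, or every replicate alone reaching that limit, limit read from the data, passing the limit was not always enough; inconclusive = no clear call, values can overlap the other calls; inactive = mean under the limit and some replicate under it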;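 note: myotubes were challenged with 10 µM simvastatin during compound exposure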
CASP6 VEID inh = human caspase-6 inhibitors, primary screen, biochemical, VEID-R110 fluorescence, single point, set 2; P55212; purified caspase-6, Z-VEID-R110 cleavage fluorescence; inhibition, % at 12.5 µM; 0.53% of 350,000 active; AID 686996, 2013;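 active = mean inhibition across replicates at least about 35%, with every replicate also reaching that limit, limit read from the data; inconclusive = only one of the two criteria met; inactive = neither criterion met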;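 note: 0% = median of neutral control wells and 100% = no fluorescence left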
Target sequence (P55212 24-179 limits assumed): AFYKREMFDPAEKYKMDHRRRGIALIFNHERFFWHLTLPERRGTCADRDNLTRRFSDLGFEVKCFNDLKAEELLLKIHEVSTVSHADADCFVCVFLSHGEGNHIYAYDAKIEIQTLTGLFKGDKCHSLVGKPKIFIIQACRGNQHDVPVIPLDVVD
Target sequence (P55212 194-293 limits assumed): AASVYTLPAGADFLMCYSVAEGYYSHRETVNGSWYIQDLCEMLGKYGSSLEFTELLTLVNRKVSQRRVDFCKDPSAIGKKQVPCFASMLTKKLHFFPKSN
LGR2 inh = inhibitors of bursicon-induced LGR2 CRE-luciferase signal, primary screen, cell-based, HEK293, CRE-luciferase reporter, bursicon stimulation; bursicon-stimulated, 4 h; Drosophila bursicon receptor LGR2 (rickets); 0.35% of 380,000 active; inhibition, % at 9.99 µM;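 active = drop in luminescence signal, shown as inhibition above about 50% in the replicate tests, limit read from the data, passing the limit was not always enough; inconclusive = probably only some replicates passing the limit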;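 note: agonist challenge used bursicon conditioned medium at about half maximal strength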
The depositor's hits bear a star; ? = inconclusive; . = not tested or not shown; & = joins results of further samples. Some of the compounds tested, so the mix of outcomes need not match the whole.

SMILES	S100A4 MyoIIA	SIRT5 block	esBAF inh	FN deposit inh	Statin myotox sup	CASP6 VEID inh	LGR2 inh
COc1ccccc1OCCC(=O)OCC(=O)NCc1ccc(Cl)cc1	-3	-2	.	-5	.	1	23
O=C(CO/N=C/c1ccc(OC(F)F)cc1)NCc1ccc(F)cc1	-2	9	.	-7	.	1	3
COc1ccc(-n2cc(C(=O)Nc3cc([N+](=O)[O-])ccc3OC)c3ccccc3c2=O)cc1	3	-1	2	10	-12	1	9
S=C(NN=C1CCCCC1=NNC(=S)N1CCOCC1)N1CCOCC1	-5	.	.	-12	.	29	-3
O=C(COc1ccccc1)Nc1cc(S(=O)(=O)N2CCOCC2)ccc1N1CCCC1	0	-2	4	-6	12	-1	5
CCCCNC(=O)CS(=O)Cc1nc(-c2cccc(C)c2)oc1C (configuration not stated)	5	1	-9	3	-8	0	-2
COCCNC(=O)C1(C)CCN(C(=O)c2ccc(OC)c(F)c2)C1 (configuration not stated)	-3	.	-8	-1	-4	-4	-12
CCOC(=O)c1ccccc1NC(=O)CSc1nc2ccccc2n1CC(=O)N1CCCC1	.	.	7	.	12	.	-10
COc1ccc(CCNC(=O)c2ccc3c(c2)OCO3)cc1	-14	0	?	3	11	1	-37
O=S(=O)(c1ccc(-c2ccccn2)s1)N1CCC2(CC1)OCCO2	5	0	.	2	.	-2	6
N#Cc1ccc(OCC(=O)Nc2ccncc2)cc1	-2	-2	-5	5	-8	-5	3
C[C@H]1CN([C@@H](C)CO)C(=O)c2cc(N(C)C)ccc2O[C@H]1CN(C)Cc1ccc(Oc2ccccc2)cc1	8	-4	-6	1	-23	-3	10
C=CC1=CCN(S(=O)C(C)(C)C)[C@H]1CCO (some centres not stated)	-4	-6	0	-6	16	0	-6
COc1ccccc1NC(=O)c1ccc(NC(=O)C2COc3ccccc3O2)cc1 (configuration not stated)	-1	0	-1	-23	-239	3	2
Cc1ccc2c(c1)N(CCC(=O)NC1CC1)C(=O)C(C)O2 (configuration not stated)	.	.	1	0	2	.	.
Cc1nc2sc(C(c3cccs3)N3CCC4(CC3)OCCO4)c(O)n2n1 (configuration not stated)	0	2	-1	.	-6	2	-14
Cc1noc(C)c1COC(=O)C1COc2ccccc2O1 (configuration not stated)	.	.	-3	1	-6	.	.
O=C(CSc1nccn1-c1ccc(Cl)cc1)N1CCCc2ccccc21	6	-2	.	11	.	5	9
Cc1ccc(-c2[nH]nc(N)c2N=Nc2ccccc2C)cc1	.	.	-4	-10	-12	.	.
CCC(C(=O)Nc1cccnc1)n1c(=O)[nH]c2ccccc2c1=O (configuration not stated)	0	-2	0	-1	5	1	10
O=C1CC(N2CCOCC2)=NN1c1ccc([N+](=O)[O-])cc1	-1	-1	.	-1	.	15	4
COCC#Cc1ccc2c(c1)O[C@@H](CN(C)C(=O)Nc1ccc(OC)cc1)[C@H](C)CN([C@H](C)CO)S2(=O)=O	3&-6&-14	0&-2&-1	4&5&5	-3&-8	6&43&1	-1&-1&-1	-4&-19
O=C(CNC(=O)[C@@H]1Cc2ccccc2CN1)NC1CCCCC1	2	-4	2	0	0	0	-8
CCC(=O)N1[C@@H](CO)[C@@H]2c3ccccc3N(C(=O)Nc3cccc(Cl)c3)C[C@@H]21	2	5	3	.	-8	4	5
OCCOCCN1CCN(C2=Nc3ccccc3Sc3ccccc32)CC1	2&0	0&-2	2&2	-5	-2&0	0&1	5&25
Cc1noc(C)c1NC(=O)N(C)C[C@@H]1Oc2cc(C#CCN(C)C)ccc2S(=O)(=O)N([C@@H](C)CO)C[C@H]1C	3	8	-3	-6	1	1	13
C[C@H](CO)N1C[C@H](C)[C@H](CN(C)C(=O)NC2CCCCC2)Oc2c(NC(=O)c3ccncc3)cccc2C1=O	4	0	10	.	9	-1	1
O=C(CSCc1ccccc1Cl)NCCSc1ccccn1	2	1	.	3	.	0	.
CCOc1ccccc1-c1nnc(SCC(=O)NC2(C#N)CCCC2)o1	-1	-1	0	3	-1	2	12
COc1cccc2c1C(=O)c1c(O)c3c(c(O)c1C2=O)C[C@@](O)(C(=O)CO)C[C@@H]3O[C@H]1C[C@H](N)[C@H](O)[C@H](C)O1	178*	-2	-79	-1	-144	30	.
CC(=O)OCCN(CCCn1c(-c2ccncc2)nc2ccccc21)c1nc(CN2CCCCC2)cs1	1	.	-3	2	-1	-10	-5
Cc1ccc(NC(=O)C2CCN(C(=O)c3cccs3)CC2)c(C)c1	-6	0	-2	-1	3	-5	-1
C[C@@H]1CN([C@H](C)CO)C(=O)c2cc(NS(=O)(=O)c3cn(C)cn3)ccc2O[C@@H](C)CCCCO[C@H]1CN(C)Cc1ccncc1	3	-4	-3	.	.	1	-13
O=C(Nc1ccc(F)cc1)N1CCCCN2[C@H](CO)[C@@H](c3ccc(C#CC4CC4)cc3)[C@@H]2C1	-16	4	10	.	-43	1	2
C[C@H]1CN([C@@H](C)CO)C(=O)c2cccc(NC(=O)CCCCCC(=O)Nc3ccccc3N)c2O[C@@H]1CN(C)C	8	2	.	.	.	-5	1
C[C@@H]1CN([C@@H](C)CO)C(=O)CCCn2nncc2CO[C@@H]1CN(C)S(C)(=O)=O	-14&6	-3&-1	-1&-6	6&-4	4&-21	-1&-3	15
CC(=O)NC(Cc1ccccc1C)C(=O)NC1CCN(C(=O)c2ccc(C)cc2)CC1 (configuration not stated)	2	.	-1	-16	2	-1	-8
CCCCC(=O)NC(c1ccccc1OC)c1ccc2cccnc2c1O (configuration not stated)	3	3	.	12	.	-1	20
COc1ccccc1N=NNc1ccccc1OC	5	2	.	10	.	.	-59
CSc1ccc(C#N)cc1NC(=O)c1cccnc1Cl	-12	6	-3	.	6	1	12
O=C(NCCSc1ccccn1)c1ccc(Cl)cc1Cl	-13	-2	14	-1	-2	1	-24
Cn1nnnc1SCC(=O)c1ccc2c(c1)OCCO2	-1	1	17	9	-10	-1	-3
CCOc1ccc(C(=O)NCC(=O)OCCCOC(=O)CNC(=O)c2ccc(OCC)cc2)cc1	2	-3	.	-1	.	0	-17
O=C(NCc1ccco1)c1csc2c1CCCCC2	4	-3	0	.	17	1	-13
O=C(Cc1ccc(Cl)c(Cl)c1)Nc1ccccc1N1CCCC1	-8	-2	-5	3	1	-1	8
COC(=O)c1cccc(S(=O)(=O)N(Cc2ccco2)Cc2cc3ccc(OC)cc3[nH]c2=O)c1	.	.	-1	-13	9	.	23
Cc1cccc(N2CCN(C(=O)c3ccoc3C)CC2)c1C	5	-1	.	12	.	0	.
O=C(NCCc1ccccc1)c1nccc2ccccc12	4	.	80*	2	4	-3	-13
O=C(/C=C/c1ccc(O)c(O)c1)OCCc1ccccc1	3	1	-68	9	14	.	-92
C/C(=N\NC(=O)Cn1cc([N+](=O)[O-])cn1)c1ccc(O)cc1	10	1	-8	0	10	-1	0
C=CCn1c(=O)c(C(=O)OCC)c(O)c2ccccc21	-18	-3	.	4	.	-6	-4
CCOC(=O)C1(C)NC(c2cccs2)C2C(=O)N(c3ccccc3)C(=O)C21 (configuration not stated)	-4	-3	0	9	1	-2	-4
O=C(COC(=O)c1ccc(OC(F)F)cc1)NC(=O)NC1CCCC1	5	0	0	-4	17	0	7
CC(C)C[C@H](NC(=O)c1[nH]cnc1C(=O)N[C@@H](Cc1ccccc1)C(=O)OCc1ccccc1)C(=O)OCc1ccccc1	-5	.	-2	0	137*	-2	13
COc1ccc(S(=O)(=O)N(C)C[C@H]2OCCCC[C@H](C)Oc3ccc(NS(=O)(=O)c4cn(C)cn4)cc3C(=O)N([C@@H](C)CO)C[C@@H]2C)cc1	-9	2	-3	-9	.	-4	2
C[C@@H]1CN([C@@H](C)CO)C(=O)c2cccc(NC(=O)c3cnccn3)c2O[C@H]1CN(C)Cc1ccccc1	-17	5	-2	.	-35	0	21
CC(=O)NC(CC(=O)O)c1ccc([N+](=O)[O-])cc1 (configuration not stated)	-1	-2	.	-17	.	-1	-2
O=C(COC(=O)Cc1n[nH]c(=O)c2ccccc12)Nc1c(Cl)cccc1C(F)(F)F	-7	-2	1	-1	-1	8	9
O=C([C@H]1[C@H](CO)[C@H]2Cn3c(ccc(-c4ccccc4)c3=O)[C@H]2N1CCC(F)(F)F)N1CCOCC1	2	-7	6	.	-18	-4	-9
C[C@H](CO)N1C[C@H](C)[C@H](CN(C)S(C)(=O)=O)Oc2ncc(-c3ccccc3)cc2C1=O	2	-2	-3	-8	21	2	-10

Part of the list above in order of molecular weight, low to high.
SMILES	S100A4 MyoIIA	SIRT5 block	esBAF inh	FN deposit inh	Statin myotox sup	CASP6 VEID inh	LGR2 inh
CC(=O)NC(CC(=O)O)c1ccc([N+](=O)[O-])cc1 (configuration not stated)	-1	-2	.	-17	.	-1	-2
C=CCn1c(=O)c(C(=O)OCC)c(O)c2ccccc21	-18	-3	.	4	.	-6	-4
O=C(NCc1ccco1)c1csc2c1CCCCC2	4	-3	0	.	17	1	-13
O=C(NCCc1ccccc1)c1nccc2ccccc12	4	.	80*	2	4	-3	-13
O=C(/C=C/c1ccc(O)c(O)c1)OCCc1ccccc1	3	1	-68	9	14	.	-92
Cn1nnnc1SCC(=O)c1ccc2c(c1)OCCO2	-1	1	17	9	-10	-1	-3
Cc1cccc(N2CCN(C(=O)c3ccoc3C)CC2)c1C	5	-1	.	12	.	0	.
O=C(Cc1ccc(Cl)c(Cl)c1)Nc1ccccc1N1CCCC1	-8	-2	-5	3	1	-1	8
O=C(COC(=O)c1ccc(OC(F)F)cc1)NC(=O)NC1CCCC1	5	0	0	-4	17	0	7
CCOC(=O)C1(C)NC(c2cccs2)C2C(=O)N(c3ccccc3)C(=O)C21 (configuration not stated)	-4	-3	0	9	1	-2	-4
O=C(COC(=O)Cc1n[nH]c(=O)c2ccccc12)Nc1c(Cl)cccc1C(F)(F)F	-7	-2	1	-1	-1	8	9
C[C@H](CO)N1C[C@H](C)[C@H](CN(C)S(C)(=O)=O)Oc2ncc(-c3ccccc3)cc2C1=O	2	-2	-3	-8	21	2	-10
COC(=O)c1cccc(S(=O)(=O)N(Cc2ccco2)Cc2cc3ccc(OC)cc3[nH]c2=O)c1	.	.	-1	-13	9	.	23
O=C([C@H]1[C@H](CO)[C@H]2Cn3c(ccc(-c4ccccc4)c3=O)[C@H]2N1CCC(F)(F)F)N1CCOCC1	2	-7	6	.	-18	-4	-9
C[C@@H]1CN([C@@H](C)CO)C(=O)c2cccc(NC(=O)c3cnccn3)c2O[C@H]1CN(C)Cc1ccccc1	-17	5	-2	.	-35	0	21
CC(C)C[C@H](NC(=O)c1[nH]cnc1C(=O)N[C@@H](Cc1ccccc1)C(=O)OCc1ccccc1)C(=O)OCc1ccccc1	-5	.	-2	0	137*	-2	13
